Bioassay records: PubChem BioAssay, National Center for Advancing Translational Sciences (NCATS)
TDP-43 yeast inh – qHTS of TDP-43 Inhibitors | TDP-43 expressing yeast growth rescue, BacTiter-Glo, 24 h | Potency, µM (series often up to 46.1 µM), for inactives: top-dose growth rescue (activation), hits mostly activators | 1.8% of 410,000 active | AID 652104, 2013; note: % of control where 0% means no effect; nearly all actives have a fitted effect of over 50% in size
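Growth rescue of TDP-43-toxic yeast measured as ATP luminescence (BacTiter-Glo). Cells grown to mid-log in raffinose, induced in galactose at OD600=0.02, exposed to compound 24 hr at 30 deg C.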
GLP1R inv ag – qHTS of GLP-1 Receptor Inverse Agonists (Inhibition Mode). Glucagon-like peptide 1 receptor (Homo sapiens), P43220. HEK293 GLP-1R CRE-luciferase, luminescence, 24 h; GLP-1R form is constitutively active. Potency, µM (doses to about 38.3 µM), without a hit: at the top dose activity change, negative = inhibition, usual class: inhibitors. 1.6% of 410,000 active. AID 624417, 2012; note: % is set by controls: 0 for no effect and ±100 for the full control effect; nearly all actives have a fitted effect of over 55% in size
Target sequence (P43220 whole entry, looked up): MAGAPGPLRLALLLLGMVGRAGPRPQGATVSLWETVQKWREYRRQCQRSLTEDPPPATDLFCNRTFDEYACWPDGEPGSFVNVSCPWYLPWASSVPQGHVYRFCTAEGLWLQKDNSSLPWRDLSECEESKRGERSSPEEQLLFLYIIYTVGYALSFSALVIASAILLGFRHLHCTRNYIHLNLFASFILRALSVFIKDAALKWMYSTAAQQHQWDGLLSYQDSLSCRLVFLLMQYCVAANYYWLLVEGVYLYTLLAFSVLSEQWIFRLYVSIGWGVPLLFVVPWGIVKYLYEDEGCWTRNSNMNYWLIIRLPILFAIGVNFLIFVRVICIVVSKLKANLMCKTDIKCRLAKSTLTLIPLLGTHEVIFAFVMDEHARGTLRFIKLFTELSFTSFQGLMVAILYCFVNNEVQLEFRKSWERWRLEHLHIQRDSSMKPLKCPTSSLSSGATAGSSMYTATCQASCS
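Using stably transfected HEK293 (constitutively active GLP-1R, cAMP-luciferase reporter), compounds were incubated 24 hr and luciferase measured by luminescence.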
GLP1R ag – qHTS of GLP-1 Receptor Agonists; Glucagon-like peptide 1 receptor (Homo sapiens), P43220; HEK293 GLP-1R CRE-luciferase, luminescence, 4-6 h; cells express a hypersensitive GLP-1R form; Potency, µM (doses to about 45.6 µM), for inactives: at the top dose activation, usual class: activators; 0.007% of 380,000 active; AID 624172, 2012; note: % of control where 0% means no effect
HT1080 IDH1KD tx – qHTS for induction of synthetic lethality in tumor cells producing 2HG: qHTS for the HT-1080-IDH1KD cell line; Potency, µM (doses to about 46.1 µM), for the others: at the top dose activity, negative = toxicity, most hits filed as cytotoxic; HT-1080 IDH1 knockdown viability, ATP luminescence, 48 h; 2% of 360,000 active;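 note: 0% = DMSO wells and -100% = cell-free medium wells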
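HT-1080-IDH1KD cells (IDH1 knocked down), 750/well in RPMI with 5% FBS, treated with compound 48 h at 37 degrees C. Viability by CellTiter-Glo luminescence, normalised to DMSO and no-cell wells; concentration-response curves classed.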
KB-3-1 tox – qHTS assay for MDR1-selective chemotherapeutics: Primary screen using the parental adenocarcinoma cell KB-3-1 | KB-3-1 viability, CellTiter-Glo ATP luminescence, 72 h | Potency, µM (top dose mostly 46.1 µM), for inactives: at the highest dose activity change, negative = cytotoxic, most hits filed as cytotoxic | 1.4% of 400,000 active; note: % is set by controls: 0 for no effect and ±100 for the full control effect; nearly all actives have a fitted effect of over 60% in size
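KB-3-1 cells, DMEM (no phenol red) + 10% FBS; compound by pin transfer, 72 h, 37 °C. Readout: CellTiter-Glo luminescence after 10 min. Data normalized, curve-fitted.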
GLP1R cytotox – qHTS of GLP-1 Receptor Inverse Agonists: Cytotox Screen; HEK293 cAMP-luciferase reporter cells, luminescence, 24 h; Potency, µM (titrated, usually from 38.3 µM), for inactives: at the top dose activity change, negative = inhibition, usual class: inhibitors; 0.13% of 410,000 active;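 note: loss of luciferase light is scored as toxicity; % is set by controls: 0 for no effect and ±100 for the full control effect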
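Cells in DMEM/10% Nu serum/1% pen-strep, 1536-well format. Pre-incubated 12 h, dosed with 23 nL compound, incubated a further 24 h. Luciferase detection, 12 min at room temp, luminescence.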
KB-V1 cytotox – qHTS assay for MDR1-selective chemotherapeutics: Primary screen using the drug-selected MDR subline cells KB-V1 | KB-V1 MDR cells viability, CellTiter-Glo, 72 h | Potency, µM (top dose mostly 46.1 µM), for inactives: at the top dose activity change, negative = cytotoxicity, usual class: cytotoxic | 3.4% of 400,000 active | AID 1347076, 2019; note: % is set by controls: 0 for no effect and ±100 for the full control effect; nearly all actives have a fitted effect of over 60% in size
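Cytotoxicity via CellTiter-Glo luminescence after 72 h compound exposure at 37 degrees C. Cells: drug-selected KB-V1 line, DMEM phenol-red free plus 10% FBS. Compounds tested at multiple concentrations; normalized data fitted to concentration-effect curves.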
SW480 rerep – A quantitative high throughput screen for small molecules that induce DNA re-replication in SW480 colon adenocarcinoma cells; 1.8% of 340,000 active; SW480 DNA re-replication, Hoechst DNA content imaging, 48 h; Potency, µM (top dose mostly 46.1 µM), for inactives: top-dose re-replication activation, most hits filed as activators; note: % of control where 0% means no effect; nearly all actives have a fitted effect of over 55% in size
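SW480 cells exposed to compounds for 48 hr at 37 C, 5% CO2, then Hoechst-stained 40 min. Nuclear DNA content imaged by fluorescence scanning (405 nm excitation, 500-530 nm emission); re-replication scored as increased high-intensity nuclei.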
HT1080-NT tox – qHTS for induction of synthetic lethality in tumor cells producing 2HG: qHTS for the HT-1080-NT fibrosarcoma cell line. HT-1080-NT fibrosarcoma viability, CellTiter-Glo ATP luminescence, 48 h. Potency, µM (top dose mostly 46.1 µM), inactives show at the top dose activity, negative = less viability, usual class: cytotoxic. 1.6% of 360,000 active;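 note: NT is the 2HG producing partner of a matched IDH1 knockdown line; 0% = DMSO-treated cells and -100% = media-only wells without cells; nearly all actives have a fitted effect of over 55% in size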
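A 48-hour cytotoxicity screen used HT-1080-NT cells plated 2 hours before compound delivery. ATP-based CellTiter-Glo luminescence measured viability, normalized to DMSO and no-cell controls.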
Active calls of the source: *; ? = inconclusive; . = not tested or not shown; [ ] = remark or other dose. Calls come from the whole dose curve; as a rule, active = well fitted curve in the direction sought with a large enough effect; inconclusive = small, poorly fitted or top-dose-only effect, or another doubt; inactive = no such curve, though single readings can be large; an effect the other way counts as inactive or inconclusive. Potency is the fitted concentration of half-maximal effect.

SMILES	TDP-43 yeast inh	GLP1R inv ag	GLP1R ag	HT1080 IDH1KD tx	KB-3-1 tox	GLP1R cytotox	KB-V1 cytotox	SW480 rerep	HT1080-NT tox
O=C(CC12CCC(CC1)C2)NCc1ccc2c(c1)OCO2	23%	?	35%	1%	21%	12%	0%	-1%	-15%
O=C(Nc1ccc(C(F)(F)F)cc1)N1CCN(C(=O)c2ccco2)CC1	9%	-24%	-2%	6%	-2%	-13%	-10%	17%	27%
COC(=O)c1cc(-c2ccccc2)sc1NC(=O)CN1C(=O)c2ccccc2C1=O	-2%	0%	-6%	1%	7%	3%	16%	1%	15%
COC(=O)c1sc(-c2ccc(Cl)cc2)cc1NC(=O)CSCC(=O)O	10%	5%	1%	-8%	3%	-2%	27%	-2%	9%
O=S(=O)(c1ccc(NC(=S)Nc2ccc(OC(F)F)cc2)cc1)N1CCOCC1	-13%	?	8%	-3%	-3%	-6%	23µM*	-6%	-6%
O=C(NC1=NCCS1)c1cc2ccccc2o1	18%	?	-14%	-3%	-6%	9%	-2%	-1%	-9%
CN(CCCNC(=O)c1cc2c(=O)n(C)c3ccccc3c2s1)Cc1ccccc1	-3%	8%	.	.	1%	11%	-29%	.	.
CCSCc1nc2ccccn2c1Br	11%	34%[activator]	-1%	2%	-15%	-22%	12%	-3%	8%
COc1ccc(C)cc1N1CC(C(=O)Nc2ccccc2C(=O)NC2CC2)CC1=O (centres undefined)	24%	5%	-1%	0%	4%	0%	12%	-8%	6%
CCCN(C(=O)c1cc2c(=O)oc3ccccc3c2s1)c1ccc(CC)cc1	15%	10%	1%	.	17%	0%	?	.	.
Cn1c(=O)cc(SCC(=O)NCc2ccc(F)cc2)c2cc(Cl)ccc21	-4%	3%	1%	.	0%	2%	?	.	.
Cc1ccc2c(Cl)cc(Cl)c(OCC(=O)Nc3cccc(S(=O)(=O)N(C)C)c3)c2n1	15%	-1%	0%	1%	-12%	-27%	?	-3%	-1%
Cn1c(/N=C/c2ccc3c(c2)OCO3)nc2ccccc21	-17%	5%	-1%	2%[9.24 µM]	7%	-1%	5%	-2%	8%
CC(C)N1CCCC(C)(C(=O)Nc2ccc3c(c2)OCO3)C1 (centres undefined)	6%	22%	4%	19%	1%	4%	-9%	.	16%
CCOC(=O)CN1C(=O)SC(Nc2ccc(C)cc2)C1=O (centres undefined)	3%	-8%	1%	4%	-5%	-11%	9%	-89%[inhibitor]	7%
COc1ccc(-c2csc(NC(=O)CS(=O)(=O)c3ccccc3)n2)c(OC)c1	15%	?	0%	0%	1%	1%	-19%	.	7%
CCCNC(=O)c1c(N)n(-c2cc(OC)cc(OC)c2)c2nc3ccccc3nc12	15%	0%	1%	-25%	-9%	140%[activator]	-24%	9.2µM*	-19%
CC(=O)c1ccccc1OCCOCCOc1ccccc1C(C)=O	?	0%	10%	-12%	-14%	4%	-31%	?	19%
CCN(CC)C(=O)C(=O)N/N=C/c1ccc(Br)cc1	4%	-8%	2%	2%	-8%	9%	10%	-20%	6%
COc1ccc(NC(=O)CSc2nnc3ccc(-c4ccccn4)nn23)c(OC)c1	21%	5%	-6%	6%	25%	1%	?	1%	3%
CCNC(=O)COc1ncnc2scc(-c3ccc(F)cc3)c12	10%	-2%	9%	4%	7%	-7%	-1%	1%	-1%
CCOc1ccc(-c2noc(CCCC(=O)NCC3CCCO3)n2)cc1OC (centres undefined)	24%	19%	-3%	11%	.	2%	.	-3%	0%
COC(=O)[C@@H]1C[C@H]2CC[C@H](O)C[C@H]2N1Cc1ccccc1OC(=O)c1cccs1	11%	27%	10%	12%	6%	-7%	7%	1%	16%
O=C(CSc1nnc(-c2ccc3c(c2)OCCO3)o1)N1CCCC1	11%	?	-41%[inhibitor]	2%	0%	-18%	?	27%	-5%
CC(=O)c1c(-c2ccccc2)c2cc(Cl)ccc2[nH]c1=O	-20%	-28%	14%	-10%	-1%	10%	?	9%	-12%

Quoted from the results shown (2 entries):
SMILES	TDP-43 yeast inh	GLP1R inv ag	GLP1R ag	HT1080 IDH1KD tx	KB-3-1 tox	GLP1R cytotox	KB-V1 cytotox	SW480 rerep	HT1080-NT tox
O=C(CSc1nnc(-c2ccc3c(c2)OCCO3)o1)N1CCCC1	11%	?	-41%[inhibitor]	2%	0%	-18%	?	27%	-5%
CC(=O)c1c(-c2ccccc2)c2cc(Cl)ccc2[nH]c1=O	-20%	-28%	14%	-10%	-1%	10%	?	9%	-12%

An excerpt from above in order of their number in SW480 rerep, smallest number first.
structure	SW480 rerep
COc1ccc(C)cc1N1CC(C(=O)Nc2ccccc2C(=O)NC2CC2)CC1=O (centres undefined)	-8%
CCSCc1nc2ccccn2c1Br	-3%
O=C(NC1=NCCS1)c1cc2ccccc2o1	-1%
CCNC(=O)COc1ncnc2scc(-c3ccc(F)cc3)c12	1%

Further structures
SMILES	TDP-43 yeast inh	GLP1R inv ag	GLP1R ag	HT1080 IDH1KD tx	KB-3-1 tox	GLP1R cytotox	KB-V1 cytotox	SW480 rerep	HT1080-NT tox
O=C(c1ccco1)N1CCN(C(=O)c2cnn3cccnc23)CC1	-3%	-1%	0%	-3%	-11%	-6%	-2%	-7%	-4%
Cc1ccc(C2(C)NC(=O)N(CC(=O)Nc3ccccc3C(=O)NC3CCCC3)C2=O)cc1 (centres undefined)	19%	-19%	1%	9%	17%	-4%	17%	0%	4%
NS(=O)(=O)c1ccc(CCNS(=O)(=O)c2cccc3cccnc23)cc1	13%	8%	21%	7%	4%	-18%	6%	1%	2%
CCCNC(=O)C1CC(=O)N(c2ccc(OCc3ccccc3)cc2)C1 (centres undefined)	12%	?	-1%	-6%	1%	1%	-20%	.	-14%
CC(C)c1nnc(N2C(=O)c3oc4ccccc4c(=O)c3C2c2cccc(O)c2)s1 (centres undefined)	?	4%	.	.	-6%	-3%	0%	.	.
COc1cc(CC(=O)C(=O)O)oc(=O)c1	24%	14%	-3%	5%	7%	-8%	?	.	-3%
O=C(c1oc(=O)c2ccccc2c1-c1ccccc1)N1CCOCC1	-5%	29%	-1%	18%	-1%	0%	-8%	-6%[9.22 µM]	-3%
Cc1ccccc1C(=O)c1cccn1CC(=O)NCc1ccc2c(c1)OCO2	?	0%	0%	0%	-2%	-3%	0%	-2%	2%
CC(=O)C1=NOC2C(=O)N(c3ccccc3)C(=O)C12 (centres undefined)	10%	7%	-3%	14%	0%	-8%	-4%	-7%	12%
CC(C)(C)c1ccc(S(=O)(=O)NCc2ccccn2)cc1	9%	6%	9%	3%	-2%	20%	-7%	-11%	-1%
CC1CN(C(=O)COC(=O)c2nn(-c3ccccc3)c(=O)c3ccccc23)CC(C)O1 (centres undefined)	-2%	6%	3%	1%	0%	2%	-12%	?	0%
CCN(CC)CCn1c(=S)[nH]c2cc(C(=O)NCCc3ccc(OC)c(OC)c3)ccc2c1=O	19%	-3%	2%	3%	1%	-3%	16%	.	3%
O=C(Nc1ccc(Cl)cc1)c1cc2nc(C3CC3)cc(C(F)(F)F)n2n1	-1%	0%	-1%	4%	-6%	4%	17%	17%	10%
CCOC(=O)c1sc(-c2ccc(Cl)cc2Cl)nc1O	-12%	2%	5%	0%	-13%	.	-13%	21µM*	1%
CCNC(=O)NC(C(=O)OC)C12CC3CC(CC(C3)C1)C2 (centres undefined)	24%	4%	-1%	9%	11%	8%	0%	-4%	9%
CC(C)N1CCC(C)(C(=O)Nc2ccc(-n3cccc3)cc2)C1 (centres undefined)	-5%	?	-7%	0%	0%	8%	16%	.	1%
C=C(C)C(=O)OCC(C)C	0%	-7%	7%	5%	0%	-4%	0%	-22%	20%
CCC(C)NC(=O)c1cn(CCOC)c(=O)c2c1c1ccccc1n2C (centres undefined)	-5%	21%	-6%	0%	12%	6%	-8%	4%	5%
Cc1ccc(NS(=O)(=O)N2CCOCC2)cc1	-17%	20%	-4%	2%	?	-11%	5%	-10%	-7%
Cc1[nH]c2ccccc2c1C(=O)CN1CCCCC1CCO (centres undefined)	4%	-1%	-11%	-3%	5%	-5%	-7%	-1%	-7%
Cc1ccc(-c2c[n+]3c(n2-c2ccccc2)SCC3)cc1	23%	-33%	-2%	?	3.3µM*	-13%	4%	-8%	-28%
COc1cc(NC(=O)c2cccs2)c(OC)cc1NC(=O)CCC(=O)Nc1cccc2ncccc12	16%	?	-4%	0%	-11%	?	14%	-39%	-8%
Cc1ccc(S(=O)(=O)N(CC(O)CN2C(=O)NC(C)(C)C2=O)c2ccccc2)cc1 (centres undefined)	0%	-1%	-5%	14%	14%	7%	-1%	-3%[9.22 µM]	18%
O=C(NNC(=O)c1ccc(O)c(Cl)c1)c1cccc(S(=O)(=O)N2CCOCC2)c1	-31%[inhibitor]	4%	-7%	-6%	?	-1%	-5%	129%	-30%
CCOc1ccccc1N1CCN(c2nc(N)c(C#N)c(CC#N)c2C#N)CC1	4%	36%	10%	-5%	?	10%	0%	6%	-6%
Clc1ccccc1OCCSc1nnc(-c2cccs2)o1	?	-9%	.	.	-6%	4%	-2%	.	.
Cc1ccccc1-n1c(=O)c2ccccc2n(Cc2ccc(F)cc2)c1=O	0%	?	-4%	.	12%	-8%	11%	.	.
Cc1cccn2cc(-c3cccc(S(=O)(=O)N4CCCCC4)c3)nc12	17%	0%	-2%	-4%	-19%	-15%	0%	-7%	21%
Nc1nnc(SCC(=O)NC2CCCCC2)s1	2%	18%	-6%	0%[9.24 µM]	0%	-12%	8%	-5%	10%
CC1=[N+](C)N(c2ccccc2)C(=O)C1N=C/C=C/c1ccccc1 (centres undefined)	-6%	10%	5%	0%	-7%	-1%	3%	-5%	2%
